Screening results as filed in PubChem.
FBPA Giardia inh: blocks Giardia fructose-bisphosphate aldolase activity | Potency, µM (highest dose often 59.6 µM), inactives show at the highest dose activity, negative = inhibition, usual class: inhibitors | A8B2U2 | purified Giardia FBPA | 290,000 compounds, 0.71% hits; further: potency means the concentration at half of the fitted maximal effect; nearly all actives have a fitted effect of over 55% in size
Target sequence (A8B2U2 whole entry, looked up): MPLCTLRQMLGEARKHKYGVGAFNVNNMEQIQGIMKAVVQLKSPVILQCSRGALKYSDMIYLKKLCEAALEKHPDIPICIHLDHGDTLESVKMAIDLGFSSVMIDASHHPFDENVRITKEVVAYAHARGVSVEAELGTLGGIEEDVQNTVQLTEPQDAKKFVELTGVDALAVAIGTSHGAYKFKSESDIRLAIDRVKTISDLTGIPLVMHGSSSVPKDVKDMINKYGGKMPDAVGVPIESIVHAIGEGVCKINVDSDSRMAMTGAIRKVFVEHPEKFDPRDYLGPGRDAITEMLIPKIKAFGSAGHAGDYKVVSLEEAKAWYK
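Giardia FBPA (40 nM reagent) was preincubated 10 min at RT with compound (up to 57.5 uM final), then substrate plus GAPDH/TPI/NAD/arsenate coupling system with diaphorase/resazurin was added; resorufin fluorescence (525/598 nm) was read after 20 min.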
HCV inhibitor: HCV inhibition. Potency, µM (titrated, usually from 41.8 µM), inactives show at the top dose activity change, negative = inhibition, actives largely listed as inhibitors. Huh7.5.1 HCVcc-Cre infection, luciferase reporter, 44 h. 340,000 compounds, 3.4% hits; further: potency means the concentration at half of the fitted maximal effect
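Seed cells (1,000/well) for 4 h; treat with compound and infect with HCVcc-Cre, moi about 0.5. Incubate 44 h, then detect luciferase activity.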
HCMV inh: inhibitors of human cytomegalovirus. HFF cells, HCMV-luciferase reporter, 72 h; stronger effect = lower value. activity change, negative = inhibition, % at 57.5 µM. 410,000 compounds, 4.5% hits. AID 1259415; in the data active means activity change below about -60%; inconclusive means no clear call, values can overlap the other calls; inactive means above about -39%
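HFF cells seeded 16 h at 37C, treated with compounds, infected with luciferase-reporter HCMV at MOI 1 PFU/cell; luciferase read at 72 h post infection, normalized to buffer-only and Salinomycin controls.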
AmpC inh detg: AmpC beta-lactamase inhibition with detergent present. 370,000 compounds, 0.041% hits. AmpC hydrolysis of nitrocefin, absorbance 480 nm, 0.01% Triton. Potency, µM (top dose mostly 114 µM), without a hit: top-dose activity change, negative = inhibition, most hits filed as inhibitors. P00811;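 further: potency means the concentration at half of the fitted maximal effect; 0% = no-compound wells and -100% = no-enzyme wells; nearly all actives have a fitted effect of over 25% in size; some results filed as inactive show a strong effect at the top dose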
Target sequence (P00811 whole entry, looked up): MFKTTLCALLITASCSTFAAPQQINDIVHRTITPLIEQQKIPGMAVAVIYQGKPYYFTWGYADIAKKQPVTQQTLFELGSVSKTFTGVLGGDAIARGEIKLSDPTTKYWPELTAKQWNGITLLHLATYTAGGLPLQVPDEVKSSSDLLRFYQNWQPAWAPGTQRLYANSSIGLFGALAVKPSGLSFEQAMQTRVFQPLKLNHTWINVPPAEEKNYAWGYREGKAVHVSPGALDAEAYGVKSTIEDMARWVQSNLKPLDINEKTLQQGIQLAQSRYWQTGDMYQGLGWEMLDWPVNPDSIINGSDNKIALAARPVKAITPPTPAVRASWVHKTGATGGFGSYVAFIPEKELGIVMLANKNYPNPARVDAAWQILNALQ
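AmpC (5.3 nM in the dispensed reagent) in 20 mM phosphate pH 7.0 with 0.01% (detergent screen) or 0.0001% Triton X-100 was preincubated with compounds for 15 min at room temperature. Nitrocefin was then added from an 800 uM solution, and hydrolysis was followed at 480 nm.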
Sm TGR block: blocks Schistosoma mansoni thioredoxin glutathione reductase; Potency, µM (titrated, usually from 114 µM), without a hit: at the top dose activity change, negative = inhibition, hits mostly inhibitors; purified TGR, DTNB reduction, TNB absorbance 405 nm; 360,000 compounds, 3% hits; further: potency means the concentration at half of the fitted maximal effect; nearly all actives have a fitted effect of over 60% in size
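Kinetic colorimetric format: TGR-catalysed, NADPH-driven DTNB reduction monitored via TNB absorbance. Enzyme dispensed at 20 nM; compound exposure 15 min at room temperature before reaction start.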
AMA1 RON2 block: AMA1-RON2 (P. falciparum) interaction inhibition; AlphaScreen AMA1-biotinylated RON2 peptide binding; Potency, µM (doses to about 58.2 µM), for the others: at the highest dose activity change, negative = inhibition, most hits filed as inhibitors; 360,000 compounds, 0.2% hits; AID 720542;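 further: potency means the concentration at half of the fitted maximal effect; 0% = vehicle wells and -100% = peptide control; nearly all actives have a fitted effect of over 45% in size; some results filed as inactive show a strong effect at the top dose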
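AMA1 (3D7) with his tag at 25 nM final met compounds first, then biotinylated RON2 peptide at 25 nM; detection used donor plus acceptor beads, 10 µg/mL apiece, read by AlphaScreen after 30 min at room temperature.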
An asterisk follows results filed as active; ? = inconclusive; · = no result given; [ ] = remark or other dose. Unless noted, the call rests on the fitted dose curve; in most records, active means well fitted curve in the direction sought with a large enough effect; inconclusive means small, poorly fitted or top-dose-only effect, or another doubt; inactive means no such curve, though single readings can be large; an effect the other way counts as inactive or inconclusive. Unless noted, on the % scale 0 is the no-effect control and ±100 the full control effect. Rows are unselected (roughly 9.3% active in at least one column).

SMILES	AMA1 RON2 block	AmpC inh detg	HCV inhibitor	Sm TGR block	HCMV inh	FBPA Giardia inh
Cn1c2c(c(=O)c3ccccc31)CCC(C)(C)O2	12%	?	17%	2%	-3	3%
COc1ccc(Cc2nc3c4cnn(-c5ccccc5F)c4ncn3n2)cc1	·	-4%	·	5%	-13	·
O=C(CCn1c(=O)c2cccn2c2cccnc21)Nc1ccccc1C(F)(F)F	·	-8%	·	2%	6	·
COc1cccc(C(=O)NC(Cc2ccccc2)c2ccc3c(c2)OCCCO3)c1 (stereo not given)	-1%	-5%	?	-19%	11	-7%
CC(=O)c1c(C)[nH]c(C(=O)OCC(=O)Nc2cc(Cl)ccc2[N+](=O)[O-])c1C	-13%	-5%	10µM*	-3%	100	-16%
CC(C)Cc1ccc(CN2CCCC(NC(=O)Cn3cnnn3)C2)cc1 (stereo not given)	0%	1%	-7%	1%	1	·
CC(CNC(=O)CN1C(=O)COc2ccc(S(=O)(=O)N3CCCCCC3)cc21)c1ccccc1 (stereo not given)	·	1%	·	-4%	-25	·
CCOc1ccc(NC(=O)C2CCC(CNS(=O)(=O)c3ccc(Br)s3)CC2)cc1 (stereo not given)	·	6%	·	2%	-1	·
CCS(=O)(=O)N1CC(=O)N(c2cccc(Cl)c2)C(C)(C(=O)NC2CCCCCC2)C1 (stereo not given)	·	3%	·	6%	-13	·
CC(=O)c1ccc(OCC(O)CN2CCN(CC(O)COc3ccc(C(C)=O)cc3)CC2)cc1 (stereo not given)	2%	0%	-12%	-1%	22	8%

Remaining list, next part
SMILES	AMA1 RON2 block	AmpC inh detg	HCV inhibitor	Sm TGR block	HCMV inh	FBPA Giardia inh
Cc1c(C(=O)N/N=C/c2cccs2)nnn1-c1nonc1N	25%	0%	?	-1%	30	-9%
CC(=O)c1cccc(NC(=O)N2CC(C)OC(C)C2)c1 (stereo not given)	7%	-15%	1%	-2%	8	4%
CC(Sc1ccccc1)C(=O)NNC(=O)c1ccncc1 (stereo not given)	78%[activator]	0%	1%	-1%	-18	·
CCOC(=O)COc1ccc(Br)cc1C1NC(=O)NC(C)=C1C(=O)NCc1ccccc1 (stereo not given)	-6%	3%	5%	4%	9	-3%
COC(=O)c1ccc(CSc2nc(C(F)F)cc(C)c2C#N)o1	-8%	·	-16%	·	-8	·
Cc1cccc(C)c1NC(=O)c1cc(S(=O)(=O)N2CCCc3ccccc32)ccc1F	·	4%	·	-7%	?	·
CCOC(=O)CSc1nnc(-c2ccncc2)o1	-2%	2%	0%	?	54	0%
Nc1ccc(-c2nnc(-c3ccc(N)cc3)o2)cc1	-2%	3%	-7%[8.37 µM]	0%	·	3%
COc1cc(C2c3cc4c(cc3CC3COC(=O)N32)OCO4)cc(OC)c1OC (stereo not given)	5%	·	-10%	·	-88*	·
C=CCNc1nc(-c2sc(NC(C)=O)nc2C)cs1	17%	3%	?	-12%	36	-29%

The results go on:
SMILES	AMA1 RON2 block	AmpC inh detg	HCV inhibitor	Sm TGR block	HCMV inh	FBPA Giardia inh
COc1ccccc1CNC(=O)CN1C(=O)c2ccc([N+](=O)[O-])cc2C1=O	2%	-2%	3%	-19%	58	-10%
CCN(CC)CCCNC(=O)C1CCN(S(=O)(=O)CC)CC1	·	-4%	·	0%	3	·
CCOC(=O)CNC(=S)N(CCCN1CCCCCC1)Cc1cccs1	-12%	-7%	4%	-3%	-88*	-3%
O=C(CCn1cccc1)NCc1ccccc1	-14%	-6%	33%[activator]	-20%	-5	11%
O=C1c2cccc3cccc(c23)C(=O)N1CCN1CCN(CC(O)COc2ccc3ccccc3c2)CC1 (stereo not given)	-12%[11.6 µM]	?	11µM*	-7%	-63*	5%
CCc1cc(C(=O)N(CC(C)C)c2c(N)n(Cc3ccccc3)c(=O)[nH]c2=O)sc1C	-20%	-10%	-14%	9%	-15	·
COc1ccc(OC(=O)N2C/C(=C/c3ccccc3)C(=O)/C(=C\c3ccccc3)C2)cc1	-28%	·	?	·	-97*	·
CCc1nc2ccccc2n1CCCCOc1ccccc1C	·	16%	·	9%	?	·
Cc1cc(=O)oc2c3c(cc(OCC(=O)NCc4ccccn4)c12)OC(C)(C)CC3	2%	-17%	?	4%	2	-4%
CCCCOc1ccc(-c2csc(N)n2)cc1[N+](=O)[O-]	-26%	-4%	?	-4%	-37	1%

Other structures:
SMILES	AMA1 RON2 block	AmpC inh detg	HCV inhibitor	Sm TGR block	HCMV inh	FBPA Giardia inh
COc1cccc(CC(=O)OCC(=O)NCCc2ccc(F)cc2)c1	0%	-13%	10%	-2%	-29	·
O=C(Cn1c(=O)n(-c2ccccc2)c(=O)c2oc3ccccc3c21)Nc1ccccc1	15%	-8%	14%	-14%	-40	5%
Cn1c(=O)c2c(nc(CN3CCN(c4ccccc4F)CC3)n2Cc2ccc(F)cc2)n(C)c1=O	·	1%	·	3%	1	·
Cc1ccc(-c2noc(COc3ccccc3C)n2)cc1	87%[activator]	?	-20%	8%	-4	0%
CCNc1nc(NCC)nc(-n2nc(C)cc2C)n1	7%	-15%	?	4%	?	15%
Cc1c(Cl)cccc1NC(=O)CNC(=O)c1ccccc1F	-11%	?	31%[activator]	6%	?	3%
CCCOc1ccc(/C=N/NC(=O)CN(c2ccc(OCC)cc2)S(C)(=O)=O)cc1	-5%	9%	21%	15%	-6	-4%
COCCCNC(=O)CCc1ccccc1	4%	-7%	?	18%	-37	4%
Cc1cccc(N(CC(=O)NC2CCCC2)C(=O)CCC(=O)Nc2cc(C)on2)c1	5%	3%	7%	7%	-6	19%
O=C(NCCc1csc2nc(-c3ccccc3F)nn12)C(=O)Nc1cc(F)ccc1F	·	11%	·	-4%	6	·

The listing continues.
SMILES	AMA1 RON2 block	AmpC inh detg	HCV inhibitor	Sm TGR block	HCMV inh	FBPA Giardia inh
CCCS(=O)(=O)c1nc(S(=O)(=O)c2ccc(C)cc2)c(NCc2ccc3c(c2)OCO3)s1	-5%[11.6 µM]	-2%	-3%	-6%	?	-5%
O=C(NC12CC3CC(CC(C3)C1)C2)C12CC3CC(C1)CC(n1cnc(Cl)n1)(C3)C2	25%	-5%	12%	0%	-30	3%
S=c1[nH]c2ccc3ccccc3c2[nH]1	2%	2%	17%	·	-5	-1%
CC(=O)N1CCSc2ccc(S(=O)(=O)N3CCC(C)CC3)cc21	-14%	-2%	?	44%[activator]	-33	·
COc1ccc(/C=N/NC(=O)c2ccc3nc[nH]c3c2)cc1OC	9%	-9%	8%	14%	?	0%
Cc1ccc(/C=N\Nc2nc3ccc(Cl)cc3[nH]2)o1	80%[activator]	5%	-15%	18%	-23	-6%
Cn1c(=O)c2c(nc(Br)n2CCSc2ncccn2)n(C)c1=O	-5%	-11%	4%	-28%	4	2%
COc1ccc(C2CC(=O)c3cc(-c4nc(-c5cccc([N+](=O)[O-])c5)cs4)c(=O)n(-c4ccc(C)c(C)c4)c3C2)cc1 (stereo not given)	·	17%	·	5%	4	·
Cc1ccccc1C(=O)N1CCCCC1CCN1CCCCC1 (stereo not given)	·	15%	·	-2%	-20	·
C=CCC1c2cccc(C(=O)O)c2C(=O)N1c1cccc(C)c1 (stereo not given)	5%	-8%	15%	-11%	-3	16%

Later entries:
SMILES	AMA1 RON2 block	AmpC inh detg	HCV inhibitor	Sm TGR block	HCMV inh	FBPA Giardia inh
CCC1CCCCN1C(=O)Cn1c(=O)oc2ccccc21 (stereo not given)	-12%	-12%	26%	1%	4	0%
COc1ccc(C2=Nn3c(nnc3-c3ccccn3)SC2)cc1OC	?	2%	-10%	2%	79	11%
CCCC1=Nc2cc(C(=O)NC(C)c3ccccc3)ccc2Sc2ccc(C)cc21 (stereo not given)	·	6%	·	-2%	-21	·
CC(C)(C)c1ccc(NC(=O)CSc2nnc3scc(-c4ccccc4)n23)cc1	·	15%	·	3%	?	·
CCCCNC(=O)Cn1nc(Cc2ccncc2)c2ccccc2c1=O	-9%	-1%	11%	31%	-62*	-10%
Nc1nc(-c2ccc(Cl)cc2)nnc1-c1ccc(Br)cc1	-22%	2%	8%	-10%	-5	6%
COc1cccc(Nc2ccc(C(=O)O)cc2[N+](=O)[O-])c1	-14%	0%	9%	-3%	-30	16%
CCN(CC)c1ccc(NC(=O)C2COc3ccc(OC)cc3C2)c(C)c1 (stereo not given)	·	9%	·	-22%	-79*	·
CCCCC/C=C\C[C@H](O)/C=C/c1cccc(C[C@H](O)CCCCO)n1	35%[activator]	-1%	2%[8.37 µM]	?	38	-10%
CC1=N/C(=C\c2ccc([N+](=O)[O-])cc2)C(=O)N1c1cc(Cl)ccc1C	-10%	3%	-29%	14%	-33	0%

Structural class: the compounds so far containing a thiophene ring, fused or not
SMILES	AMA1 RON2 block	AmpC inh detg	HCV inhibitor	Sm TGR block	HCMV inh	FBPA Giardia inh
CCOc1ccc(NC(=O)C2CCC(CNS(=O)(=O)c3ccc(Br)s3)CC2)cc1 (stereo not given)	·	6%	·	2%	-1	·
Cc1c(C(=O)N/N=C/c2cccs2)nnn1-c1nonc1N	25%	0%	?	-1%	30	-9%
CCOC(=O)CNC(=S)N(CCCN1CCCCCC1)Cc1cccs1	-12%	-7%	4%	-3%	-88*	-3%
CCc1cc(C(=O)N(CC(C)C)c2c(N)n(Cc3ccccc3)c(=O)[nH]c2=O)sc1C	-20%	-10%	-14%	9%	-15	·

Continued:
SMILES	AMA1 RON2 block	AmpC inh detg	HCV inhibitor	Sm TGR block	HCMV inh	FBPA Giardia inh
Cc1ccc(-n2c3c(cc(C(=O)Nc4cccc(Cl)c4)c2=O)C(=O)CC(C)(C)C3)cc1	·	1%	·	34%	56	·
CCOC(=O)c1c(/N=C/C2C(=O)NC(=S)NC2=O)sc(C)c1C	·	-3%	·	?	·	?
COc1ccc(CNC(=O)c2cccc(S(=O)(=O)N3CCCCC3)c2)cc1OC	-4%	-4%	6.3µM*	-6%	-87*	·
O=[N+]([O-])c1ccc(N2CCc3ccccc3C2)cc1	-5%	-3%	-19%	2%	-102*	-7%
CC(=O)Nc1ccc(S(=O)(=O)Oc2ccccc2N2CCCCC2)cc1	-3%	-4%	?	-26%	?	-10%
COc1cc(NC2c3ccccc3C(=O)N2c2ccc(C)cn2)cc(OC)c1OC (stereo not given)	-3%	?	?	-9%	56	?
O=C(Cn1c2ccccc2c(=O)c2ccccc21)N/N=C/c1cc([N+](=O)[O-])ccc1N1CCCCCC1	26%	-5%	2.5µM*	-10%	-73*	5%
COc1ccc(C(=O)N2CCc3ccccc32)cc1	4%	-7%	-12%	-5%	35	3%
COc1ccccc1C(=O)COC(=O)C1CCN(S(=O)(=O)c2ccc(C)c(C)c2)CC1	0%	-10%	7%	-5%	14	·
CCOc1ccc(OCCC(=O)N(CCC(C)C)c2c(N)n(Cc3ccccc3)c(=O)[nH]c2=O)cc1	20%	?	-4%	-4%	-29	·
COc1ccccc1CCC(=O)NNC(=O)c1cccs1	4%	·	20%	·	158	·
